From PubChem BioAssay
TNF death inh: inhibitors of TNF-alpha induced necroptosis in Jurkat FADD-/- cells. AID 463075. actives 0.068% (n = 220,000). Jurkat FADD-/- TNF necroptosis rescue, ATP luminescence, 24 h; 0 = TNF only, 100 = no-TNF cells. activation (protection from cell death), % at 10 µM;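 active = activation, meaning protection from cell death, of at least 50% relative to plate controls; inactive = activation below 50%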;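 note: necroptosis triggered by 40 ng/mL TNF-alpha added together with compound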
eIF4E-4G inh: inhibitors of eIF4E and eIF4G interaction in translation initiation | P63073+Q04637 | TR-FRET eIF4E-eIF4GI(517-606) binding, 2 h | inhibition, % at 21.7 µM | actives 0.37% (n = 220,000) | AID 782;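 active = inhibition above about 30%, limit read from the data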;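 note: 0% = full FRET control wells and 100% = background wells lacking eIF4GI fragment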
Rad51 HR inh: blocks human Rad51 in homologous recombination; hRad51 DNA strand exchange, fluorescence dequenching; AID 1385; actives 0.085% (n = 200,000); inhibition, % at 10 µM;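 active = inhibition above 40% at the single screening dose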;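 note: 0% = DMSO control wells and 100% = blanks with heterologous ssDNA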
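Read-out basis: percent inhibition relative to plate controls and blanks / Assay system: human Rad51 nucleoprotein filaments preassembled on unlabelled ssDNA / Timing: filaments 15 min 37 °C, then compound 30 min / Control set: per-plate controls and blanks / Technique: fluorescence dequenching at 485/520 nm / Compound: 10 µM final, single point / Also added: Fluorescein- and BHQ1-tagged 47-mer duplex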
EBV gp42 block: inhibitors of Epstein-Barr virus glycoprotein 42; Fluorescence polarization binding assay, mP read-out; inhibition, % (tested at 21.74 µM); actives 0.42% (n = 220,000); in the data active = inhibition above about 50%
MDM2 E3 inh: Mdm2 E3 ligase (human) inhibition | Q00987 | actives 0.11% (n = 210,000) | AID 1230 | signal enhancement, % at 5 µM | cell-based MDM2 ubiquitination luciferase reporter, 2 h; 0 = plate control, 100 = twice control, blank-subtracted;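 active = signal enhancement of 30% or more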;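 note: luminescence tracks abundance of the self-degrading MDM2-luciferase fusion protein; higher signal means inhibition of MDM2 E3 ligase activity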
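Test system: stable mammalian line carrying autodegrading MDM2–luciferase fusion reporter; quantity: 2000 cells in each well; times: 4 h cell settling then 2 h compound exposure, 37 °C; detection: luminescence with SteadyLite reagent, 15 min at room temperature; evaluation: percent signal gain over controls, blank-subtracted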
KCC2 mod: modulates chloride dependent transport by human KCC2; KCC2 cells, thallium flux FluoZin-2 fluorescence; Q9H2X9; actives 2.2% (n = 190,000); AID 1456; B-score of Tl+ flux slope (higher = more flux/activation; lower = inhibition) at 10 µM;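 active = thallium flux slope and its plate-corrected score both differing from the plate sample mean at a set confidence after two filtering rounds, in either direction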;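 note: slope of fluorescence scaled to starting intensity during 10 to 20 s after thallium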
Target sequence (Q9H2X9 whole entry, looked up): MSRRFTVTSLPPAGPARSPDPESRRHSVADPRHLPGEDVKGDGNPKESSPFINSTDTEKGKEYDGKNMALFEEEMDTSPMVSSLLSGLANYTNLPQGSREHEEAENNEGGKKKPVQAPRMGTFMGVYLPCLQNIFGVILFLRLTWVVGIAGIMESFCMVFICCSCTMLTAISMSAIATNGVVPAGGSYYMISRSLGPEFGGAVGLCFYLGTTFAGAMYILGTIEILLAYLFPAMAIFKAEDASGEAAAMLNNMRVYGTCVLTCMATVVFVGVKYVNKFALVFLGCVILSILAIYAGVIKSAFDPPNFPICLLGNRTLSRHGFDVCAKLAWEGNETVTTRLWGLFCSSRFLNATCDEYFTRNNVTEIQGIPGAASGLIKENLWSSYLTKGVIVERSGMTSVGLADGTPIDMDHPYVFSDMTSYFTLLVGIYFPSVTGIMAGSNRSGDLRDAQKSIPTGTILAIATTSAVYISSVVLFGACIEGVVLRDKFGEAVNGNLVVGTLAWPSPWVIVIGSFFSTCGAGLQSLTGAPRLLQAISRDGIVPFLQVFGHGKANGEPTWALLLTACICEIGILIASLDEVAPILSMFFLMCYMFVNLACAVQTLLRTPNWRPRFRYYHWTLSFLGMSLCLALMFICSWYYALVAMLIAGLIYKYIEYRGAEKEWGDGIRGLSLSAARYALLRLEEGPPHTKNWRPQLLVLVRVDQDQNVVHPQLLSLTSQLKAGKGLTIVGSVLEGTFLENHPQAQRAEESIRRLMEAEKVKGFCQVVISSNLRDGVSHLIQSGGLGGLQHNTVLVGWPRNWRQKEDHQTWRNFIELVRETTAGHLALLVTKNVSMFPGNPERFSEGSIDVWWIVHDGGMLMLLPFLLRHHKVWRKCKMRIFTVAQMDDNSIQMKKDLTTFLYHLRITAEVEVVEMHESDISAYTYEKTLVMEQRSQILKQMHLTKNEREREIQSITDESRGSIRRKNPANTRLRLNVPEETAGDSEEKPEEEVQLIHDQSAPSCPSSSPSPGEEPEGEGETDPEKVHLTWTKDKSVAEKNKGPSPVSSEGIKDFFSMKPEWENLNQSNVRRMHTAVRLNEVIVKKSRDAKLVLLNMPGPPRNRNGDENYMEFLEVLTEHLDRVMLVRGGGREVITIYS
PERK inhibitor: blocks human PERK kinase | actives 0.17% (n = 220,000) | inhibition, % at 5.6 µM | CHO PERK-DD fusion, SEAP luminescence translation reporter | Q9NZJ5;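 active = inhibition above the mean inhibition of all tested compounds plus 3 SD, set separately per screening campaign, cut at about 2.9% in these data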;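 note: PERK kinase domain activated by AP20187 dimerizer at 100 nM; 0% = DMSO with dimerizer and 100% = rapamycin at 8.4 µM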
zVAD death inh: blocks zVAD induced death of L929 cells; L929 zVAD necroptosis rescue, ATP luminescence, 24 h; with zVAD 60 µM; viability rescue, % at 10 µM; actives 0.38% (n = 220,000); AID 1377;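 active = activation, scaled between plate controls, above about 75%, limit read from the data; inactive = activation under that limit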;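 note: 0% = zVAD with DMSO and 100% = DMSO alone without zVAD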
Calpain2 inh: inhibitors of pig calpain II | purified calpain II, fluorogenic peptide substrate, 30 min | inhibition, % at 16 µM | actives 0.37% (n = 220,000);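 active = inhibition above about 50%, limit read from the data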
Starred values were filed as active, the others as inactive; i = inactive; · = no result given; [ ] = dose if it differs, or a comment. This is a random part of the collection, and some 3.6% of all compounds hit somewhere here.

SMILES | TNF death inh | eIF4E-4G inh | Rad51 HR inh | EBV gp42 block | MDM2 E3 inh | KCC2 mod | PERK inhibitor | zVAD death inh | Calpain2 inh
CCCCCCCC1(C)NC(=O)NC1=O (configuration not stated) | 0.3 | -3 | -2 | -4 | 3 | 0.58 | 1.0 | 0.3 | -9
Cc1ccc(CNC(=O)c2ccc(NS(=O)(=O)c3c(C)noc3C)cc2)cc1 | -0.9 | 4 | · | -19 | -11 | -0.028 | 0.6 | 0.2 | -27
CCN(CC)C(=O)Cn1c(=O)n(CCCC(=O)NCc2ccccc2)c(=O)c2sccc21 | 1.7 | -3 | 13 | -2 | -3 | 0.37 | 0.4 | -0.2 | -17
CCOc1ccc(-c2nc(-c3ccccc3)no2)cc1OCC | 1.6 | 1 | -3 | -25 | -11 | · | 1.1 | 0.5 | 3
O=C(NCc1ccc(N2CCCC2=O)cc1)c1cn(CCc2ccccc2)nn1 | 1.3 | -2 | 0 | -14 | -6 | 0.65 | -0.4 | 1.8 | 14
CCOC(=O)N1CCC(NC(=O)c2cc3c(-c4ccc(Cl)cc4)nn(C)c3s2)CC1 | 1.8 | 6 | 10 | -12 | -12 | 0.86 | -0.2 | 1.8 | -10
Cc1ccccc1-n1c(O)c(/C=N/N2CCCCC2c2cccnc2)c(=O)[nH]c1=O (configuration not stated) | 0.9 | 9 | 4 | -37 | -2 | -0.4 | -1.2 | 1.1 | -2
Cc1cc(C)cc(NC(=S)N2CCC(NC(=O)c3ccccc3C)CC2)c1 | 1.7 | -6 | · | 3 | -7 | 0.91 | -0.1 | 2.4 | -6
COc1ccc(-c2cc(C(=O)Nc3cc(C)on3)no2)cc1OC | 1.0 | -6 | 32 | 8 | -14 | 0.44 | 1.0 | 1.9 | -76
CSCC[C@H](NC(=O)OC(C)(C)C)C(=O)N/N=C/c1ccc2nccnc2c1 | -12 | 3 | 1 | 4 | 1 | 0.23 | -1.3 | 22 | 24
O=C1c2ccccc2NC(c2ccco2)N1/N=C/c1ccco1 (configuration not stated) | -0.6 | 4 | · | -1 | -8 | -1.6 | 0.3 | 1.1 | -19
CC(=O)Nc1ccc2nc(SCC(=O)N3CCOCC3)sc2c1 | 0.5 | -1 | 1 | -8 | -12 | 0.18 | 0.3 | 0.5 | 16
O=C(c1ccccc1F)N1CCN(c2ccccc2F)CC1 | -1.5 | 0 | -7 | 0 | -17 | 0.63 | -0.4 | -0.5 | 1
CCNc1nc(NC(C)C)nc(N(n2cnnc2)S(=O)(=O)c2ccc(C)cc2)n1 | 1.3 | 14[fluorescence artefact?] | -16 | -27 | -5 | 0.055 | -0.9 | 0.6 | 8
O=C(CCl)c1ccc2c(c1)CCN2C(=O)C1CCCCC1 | -11 | 0 | 2 | -22 | 22 | -0.68 | 0.7 | -1.5 | -56
O=C(CN1CCCCC1)Nc1ccc(S(=O)(=O)N2CCOCC2)cc1 | 1.0 | 3 | 7 | -21 | -26 | 0.43 | 0.2 | 0.0 | 21
CCC(=O)Nc1ccc(S(=O)(=O)NCCc2ccccc2)cc1 | -1.4 | -7 | -3 | 1 | -4 | -0.43 | -0.1 | -0.4 | -16
Cn1cc([N+](=O)[O-])c(C(=O)Nc2ccc(-c3nc4ccccc4o3)cc2)n1 | -3.2 | -11 | -11 | -11 | · | 0.91 | 0.7 | 2.0 | -15
Clc1ccc(Cc2nn3c(-c4ccncc4)nnc3s2)cc1 | -1.5 | · | · | · | · | -0.19 | -0.3 | 0.0 | ·
CC/C(=N\O)C(C)(C)/[N+]([O-])=C/c1ccc(Br)cc1 | -2.7 | -4[fluorescence artefact?] | · | -12 | -20 | -0.53 | 0.4 | 0.0 | -12

2 entries from above, with tabs:
SMILES	TNF death inh	eIF4E-4G inh	Rad51 HR inh	EBV gp42 block	MDM2 E3 inh	KCC2 mod	PERK inhibitor	zVAD death inh	Calpain2 inh
CCNc1nc(NC(C)C)nc(N(n2cnnc2)S(=O)(=O)c2ccc(C)cc2)n1	1.3	14[fluorescence artefact?]	-16	-27	-5	0.055	-0.9	0.6	8
O=C1c2ccccc2NC(c2ccco2)N1/N=C/c1ccco1 (configuration not stated)	-0.6	4	·	-1	-8	-1.6	0.3	1.1	-19

Remaining list, next part.
SMILES | TNF death inh | eIF4E-4G inh | Rad51 HR inh | EBV gp42 block | MDM2 E3 inh | KCC2 mod | PERK inhibitor | zVAD death inh | Calpain2 inh
CC(=O)c1cccc(CN2CCC(CO)(Cc3ccccc3)CC2)c1 | 3.2 | 4 | -7 | 1 | -7 | -2.3 | 1.3 | -0.5 | 23
COc1ccc(C)cc1NC(=O)C(=O)N1CCCC1 | 5.8 | 1 | 15 | -12 | -23 | 0.91 | -0.2 | 1.7 | -24
Cc1nc2ncnn2c(Nc2ccc3c(c2)OCO3)c1Cc1ccccc1 | 0.1 | 1 | -7 | 0 | -1 | -1 | -1.5 | -0.1 | 9
Cc1cc(N2CCOCC2)ccc1/C=C1\NC(=O)N(CC(=O)Nc2ccccc2C)C1=O | 2.6 | 0 | · | -13 | -8 | -0.0073 | 0.2 | -0.4 | -17
CC(=O)c1cccc(NS(=O)(=O)c2ccc(N/C=C/C(=O)c3ccc(F)cc3)cc2)c1 | 1.9 | 1 | -1 | -17 | -17 | 0.038 | -0.1 | 4.8 | -53
COc1ccc(CNC(=O)C2CCCN2CCc2ccccc2)cc1OC (configuration not stated) | 1.3 | 0 | 16 | 8 | -9 | 0.093 | 0.2 | 0.6 | 15
CN(C)/C(Cn1cncn1)=C1/N=C(c2ccccc2)OC1=O | -0.8 | -2 | · | 6 | -19 | · | 1.5 | -1.1 | 14
Cc1cccc(C)c1OCC(O)CN1CCN(c2ccccc2)CC1 (configuration not stated) | 1.1 | 2 | -1 | -13 | -9 | -0.75 | -0.1 | 2.3 | 6
Cc1cc(C(=O)CN2C(=O)c3ccccc3C2=O)c(C)n1C1CC1 | -0.6 | 4 | 4 | 3 | -5 | · | -1.3 | 1.8 | -44
CC(=O)C1C(c2ccc(F)cc2)c2c(noc2C)CC1(C)O (configuration not stated) | 3.9 | 96* | -4 | -19 | -15 | -0.12 | 0.3 | -0.2 | -15
Cc1ccc(C(=O)NCCN2C3=NC[C@@H](Cc4ccccc4)N3C[C@H]2Cc2ccc(O)cc2)cc1Br | -12 | -2 | 6 | -8 | · | -1.7 | 1.3 | 4.4 | 4
CCN(CC)S(=O)(=O)c1ccc(NC(=O)c2cccc3c2C(=O)N(CCOC)C3)cc1 | 1.4 | 8[fluorescence artefact?] | -1 | -14 | -7 | -0.39 | -0.1 | 1.5 | -127
O=S(=O)(c1ccc(F)cc1)N1CCN(c2ccccn2)CC1 | 1.0 | 1 | 18 | 6 | -39 | -0.098 | 1.1 | -0.6 | 6
CNNC(=S)Nc1cccc(SC)c1 | -0.3 | 2 | 6 | -8 | -4 | -1.2 | 0.8 | 1.0 | 18
Cn1nc(C(F)(F)F)c(/C=N/OC(=O)c2ccccc2)c1Cl | -2.4 | 2 | 4 | 24 | -17 | 0.27 | 0.9 | 0.0 | 18
O=C(c1ccccc1)N(Cc1ccco1)C1CCS(=O)(=O)C1 (configuration not stated) | -0.8 | -1 | 1 | -10 | 8 | 0.44 | 1.3 | 0.1 | -6
CCC(=O)Nc1nc(C)cc(SCC(=O)OC)n1 | -2.0 | 4[fluorescence artefact?] | -6 | -15 | -18 | 0.91 | -0.5 | 0.0 | -17
CC1=NNC(=O)/C1=C\c1cn(-c2ccccc2)nc1-c1ccc(F)cc1 | -13 | 4 | · | -10 | -15 | -0.37 | 1.2 | -1.5 | 17
CCOC(=O)C1(S(=O)(=O)c2ccccc2)CCN(Cc2ccccc2)CC1 | -0.9 | 7 | 0 | -2 | -2 | · | 0.1 | 0.0 | 15
CCc1nc(NCCC(C)C)c(C#N)c2c1CCCC2 | 1.3 | -3 | -5 | -21 | -3 | -0.4 | 1.1 | -0.2 | -148
CCOCCCNC(=O)CSCc1nc(-c2ccc(SC)cc2)oc1C | -1.0 | 0 | -8 | -6 | -19 | -0.57 | 0.1 | -0.5 | 1
O=c1c[n+]([O-])c2ccccc2n1OCc1ccccn1 | 0.7 | 0 | -2 | -22 | -22 | · | -1.4 | -0.2 | -11
COC(=O)[C@H]1C2CCC(C(=O)OC)(CC2)[C@H]1C(=O)OC | -3.5 | 4 | 1 | -9 | -10 | 0.47 | 1.9 | 0.1 | 17
O=C(O)c1ccccc1C(=O)Nc1ccc(-n2ccc(C(F)(F)F)n2)cc1 | 2.3 | -1 | 15 | -7 | -15 | -0.23 | 1.9 | -0.4 | 2
CC(=O)Nc1sc(C)c(C)c1C(=O)OCC(=O)N(C)C1CCS(=O)(=O)C1 (configuration not stated) | 4.2 | -4 | -4 | -4 | -17 | 0.027 | -0.8 | 0.7 | 15
Cc1c(-c2csc(N)n2)cnn1C | 1.2 | -2 | · | 10 | -15 | 0.8 | 0.0 | 1.8 | 21
CSc1nsc(/C=C/Nc2ccc(F)cc2F)c1C#N | -1.8 | -1 | -7 | -9 | -14 | 1.2 | 1.1 | 0.5 | 19
CC1(C)CC(=O)C2=C(C1)OC1=C(C(=O)CC(C)(C)C1)C2(C)C | -0.5 | -9 | -9 | 24 | -10 | 0.79 | 0.0 | 0.2 | 9
O=C(CC(C(=O)O)c1ccccc1)Nc1ccccc1 (configuration not stated) | 1.6 | 0 | 3 | -19 | -1 | -0.42 | 1.4 | 0.8 | 8
Cc1cc(=O)[nH]c2nnnn12 | 4.8 | 0 | 17 | -4 | -10 | 0.84 | 0.6 | 1.4 | -7
COc1ccc(N=NC2=C(O)CC(C)(C)CC2=O)c(OC)c1 | -1.4 | 0 | -10 | -102 | 10 | 0.052 | -0.1 | -0.1 | 8
COc1cccc(N2C(C(C)=O)=NN(c3ccccc3)C2c2ccc(N3CCOCC3)cc2)c1 (configuration not stated) | 2.5 | -3 | · | -21 | -5 | -0.14 | 0.8 | 0.2 | -28
Cc1ccc2c(c1)c1c(n2CC2COC(C)(C)O2)C(=O)CCC1 (configuration not stated) | -2.6 | · | 1 | -11 | -7 | -0.024 | 0.4 | -0.2 | i
O=C(COC(=O)c1cccs1)Nc1ccc(S(=O)(=O)N2CCOCC2)cc1 | 1.9 | 2 | -10 | -38 | -9 | 0.93 | -0.6 | 1.4 | -3
Cc1occc1C(=O)NNC(=O)Nc1ccc([N+](=O)[O-])cc1 | 1.0 | 3 | 19 | -6 | -1 | -0.92 | 1.0 | 1.6 | 14
COc1ccc(C(CNC(=O)c2cc(=O)[nH]c3ccccc23)N2CCCC2)cc1 (configuration not stated) | -4.1 | -4 | -7 | -27 | -3 | · | 0.3 | 0.5 | -44
CCOC(=O)C1Cc2ccccc2C(=O)O1 (configuration not stated) | -0.7 | 2[fluorescence artefact?] | -7 | -13 | -11 | · | 1.0 | 1.2 | -14
CSc1nnc2c(n1)OC=Nc1ccccc1-2 | 1.1 | -3 | -4 | 5 | -5 | -0.92 | 0.9 | 0.4 | 18
